# PKM2 act – activators of human pyruvate kinase M2; AID 1631; purified PKM2, Kinase-Glo ATP luminescence, activation; response scale: 0% is enzyme alone, no compound; 0.34% of 260,000 active; P14618; Potency, µM (series often up to 57.5 µM), for the others: at the top dose activation, most hits filed as activators; note: potency is the fitted concentration of half-maximal effect; % is set by controls: 0 for no effect and ±100 for the full control effect; nearly all actives have a fitted effect of over 55% in size
#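 Purified hPK-M2 (>95%) run at intermediate activity with 0.1 mM ADP and 0.5 mM PEP in 50 mM imidazole pH 7.2, KCl, MgCl2; 1 h room temperature. ATP formed read by Kinase-Glo luminescence; normalized to uninhibited and no-enzyme controls.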
# ELG1 repair inh – inhibitors of ELG1-dependent DNA repair in HEK293T cells; Potency, µM (titrated, usually from 46.1 µM), inactives show at the highest dose activity change, negative = inhibition, most hits filed as inhibitors; 2.3% of 330,000 active; HEK293T ELG1-luciferase reporter, luminescence, 16 h; DNA damage induced by 5-fluorouridine; note: potency is the fitted concentration of half-maximal effect; % is set by controls: 0 for no effect and ±100 for the full control effect; nearly all actives have a fitted effect of over 55% in size
#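 Luminescence from the luciferase reporter, measured 30 min after ONE-Glo reagent at room temperature, was the read-out. Beforehand, 2,000 cells per well were exposed for 16 hr at 37 °C to 5-fluorouridine together with compound or vehicle.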
# NPC1 promoter act – activators of NPC1 promoter; Huh7 NPC1 promoter luciferase reporter, 24 h; Potency, µM (titrated, usually from 9.22 µM), inactives show at the top dose activation, actives largely listed as activators; 2.4% of 320,000 active;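 note: potency is the fitted concentration of half-maximal effect; % of control where 0% means no effect; nearly all actives have a fitted effect of over 60% in size; reporter is driven by a mutant NPC1 promoter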
#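 Compounds in DMSO were transferred onto Huh7 NPC1-luciferase reporter cells pre-incubated 2 h; after 24 h at 37 °C, Amplite reagent was dispensed and luminescence recorded 10 min later.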
# KCNH2 3.1 block – blocks the human KCNH2 3.1 channel isoform. 0.95% of 340,000 active. U2OS KCNH2 3.1, thallium flux FluxOr; hits give low values. activity change, % (tested at about 1.8 µM);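 active = maximum activity change below -70%; inconclusive = maximum activity change from -70% to -50%; inactive = maximum activity change above -50%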;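 note: thallium influx rate constant from kinetic fluorescence after stimulation buffer; % is set by controls: 0 for no effect and ±100 for the full control effect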
#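 Kinetic fluorescence (2 min after stimulation buffer) measures Tl+ influx through KCNH2 3.1 expressed by viral transduction in U2OS cells; the rate constant is normalized against DMSO controls serving as positive and negative references.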
# RORgamma inh – blocks mouse ROR gamma transcriptional activity; 5.4% of 310,000 active; Potency, µM (top dose mostly 53.6 µM), inactives show at the top dose activity change, negative = inhibition, usual class: inhibitors; Drosophila S2 Gal4-RORgamma UAS-luciferase reporter, 20 h; AID 2551; note: potency is the fitted concentration of half-maximal effect; % is set by controls: 0 for no effect and ±100 for the full control effect; nearly all actives have a fitted effect of over 60% in size
# Target sequence (P51450 whole entry, looked up, the tested form may be a part): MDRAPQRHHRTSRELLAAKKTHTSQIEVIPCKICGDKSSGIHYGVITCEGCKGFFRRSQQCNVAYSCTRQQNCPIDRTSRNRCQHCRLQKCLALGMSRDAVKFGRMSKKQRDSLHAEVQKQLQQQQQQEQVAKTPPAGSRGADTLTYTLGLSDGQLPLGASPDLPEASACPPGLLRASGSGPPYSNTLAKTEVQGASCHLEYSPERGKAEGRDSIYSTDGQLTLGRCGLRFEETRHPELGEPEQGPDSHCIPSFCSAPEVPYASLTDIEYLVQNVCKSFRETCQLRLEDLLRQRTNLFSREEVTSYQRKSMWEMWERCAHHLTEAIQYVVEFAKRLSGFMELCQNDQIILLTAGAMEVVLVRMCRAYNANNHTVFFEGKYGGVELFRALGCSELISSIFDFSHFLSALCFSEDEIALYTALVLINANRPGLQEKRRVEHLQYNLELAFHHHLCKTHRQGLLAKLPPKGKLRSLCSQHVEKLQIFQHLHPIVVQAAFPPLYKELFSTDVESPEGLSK
#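 Stable Schneider cell line, Gal4 DNA-binding domain fused to ROR gamma, UAS-luciferase. Cmpd 1 hr RT → CuSO4 700 uM final → 20 hr RT → luciferase reagent 10 min → luminescence.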
# Menin MLL FP TR – menin-MLL binding inhibition, Texas Red mutant peptide. O00255. Menin + Texas Red MLL mutant peptide, fluorescence polarization. Potency, µM (highest dose often 61.6 µM), for the others: at the highest dose FP activity change, negative = inhibition, actives largely listed as inhibitors. 0.23% of 270,000 active. AID 1768; active = well fitted inhibition curve with a large enough effect in the polarisation, with a control signal flat, not every such curve was filed as active; inconclusive = small, poorly fitted or top-dose-only effect, or effect the other way, or a change in a side signal; inactive = no such curve, though single readings can be large or run the other way; the % refers to the polarisation; note: potency is the fitted concentration of half-maximal effect; % of control where 0% means no effect; many of its hits are not listed in these tables
# Target sequence (O00255 whole entry, looked up): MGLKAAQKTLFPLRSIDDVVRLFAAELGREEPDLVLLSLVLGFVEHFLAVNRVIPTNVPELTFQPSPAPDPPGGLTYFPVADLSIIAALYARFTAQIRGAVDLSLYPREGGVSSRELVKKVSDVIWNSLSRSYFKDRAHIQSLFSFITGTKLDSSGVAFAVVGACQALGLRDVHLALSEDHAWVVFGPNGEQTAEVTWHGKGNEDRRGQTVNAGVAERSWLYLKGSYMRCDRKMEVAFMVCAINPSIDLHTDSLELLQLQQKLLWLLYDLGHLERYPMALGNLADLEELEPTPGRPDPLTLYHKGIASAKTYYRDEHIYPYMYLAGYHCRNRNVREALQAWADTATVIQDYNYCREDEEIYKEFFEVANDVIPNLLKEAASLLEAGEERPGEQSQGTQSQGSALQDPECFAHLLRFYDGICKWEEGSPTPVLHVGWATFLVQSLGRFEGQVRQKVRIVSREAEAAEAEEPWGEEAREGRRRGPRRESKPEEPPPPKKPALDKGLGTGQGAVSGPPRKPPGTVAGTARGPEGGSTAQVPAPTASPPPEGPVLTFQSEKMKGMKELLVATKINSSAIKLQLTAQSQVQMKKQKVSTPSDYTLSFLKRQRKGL
# Gal4-VP16 FLuc – Gal4-VP16 reporter inhibition counter-screen | AID 2546 | Drosophila S2 Gal4-VP16 UAS-luciferase, luminescence, 20 h | 3.5% of 310,000 active | Potency, µM (titrated, usually from 53.6 µM), for the others: at the highest dose activity, negative = inhibition, most hits filed as inhibitors;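 note: Gal4-VP16 expression switched on by copper sulfate through the metallothionein promoter; potency is the fitted concentration of half-maximal effect; % is set by controls: 0 for no effect and ±100 for the full control effect; nearly all actives have a fitted effect of over 50% in size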
# MBNL1-CUG inh – MBNL1-poly(CUG) RNA binding inhibition; Potency, µM (series often up to 57.5 µM), for the others: top-dose activity change, negative = inhibition, usual class: inhibitors; TR-FRET MBNL1-His/biotin-(CUG)12 binding, 665/545 ratio; 0.036% of 280,000 active; active = well fitted inhibition curve with a large enough effect in the signal ratio, with a control signal flat, not every such curve was filed as active; inconclusive = small, poorly fitted or top-dose-only effect, or effect the other way, or a change in a side signal; inactive = no such curve, though single readings can be large or run the other way; the % refers to the signal ratio; note: potency is the fitted concentration of half-maximal effect; % is set by controls: 0 for no effect and ±100 for the full control effect
#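 His-tagged MBNL1 binding to biotinylated (CUG)12 RNA was measured by TR-FRET using terbium anti-His antibody (0.055 ng/ul final) and streptavidin-XL665 (5 nM final). Compounds were titrated 92 nM to 58 uM; 60 min at room temperature.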
# Rab9 promoter act – activates the Rab9 promoter. Huh7 Rab9 promoter-luciferase reporter, luminescence, 24 h. Potency, µM (series often up to 9.22 µM), for the others: at the highest dose activation, negative = inhibition, hits mostly activators. 2.8% of 320,000 active. AID 485297; note: potency is the fitted concentration of half-maximal effect; % of control where 0% means no effect; nearly all actives have a fitted effect of over 60% in size
#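 Luminescence read-out: Huh7 cells stably expressing Rab9-luciferase, treated 24 h with compound at 37 °C, then lysed with luciferase reagent for 10 min at ambient before reading.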
# Mito fusion yeast – blocks mitochondrial division or promotes mitochondrial fusion | S. cerevisiae fusion-defective mutant growth rescue, CellTiterGlo 48 h | Potency, µM (top dose mostly 46.1 µM), for inactives: at the highest dose growth rescue (activation), usual class: activators | 0.23% of 320,000 active | AID 485298;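 note: potency is the fitted concentration of half-maximal effect; % of control where 0% means no effect; nearly all actives have a fitted effect of over 45% in size; temperature-sensitive fusion mutants such as fzo1-1 at 37 °C on non-fermentable ethanol glycerol medium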
#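 Temperature-sensitive fusion-defective S. cerevisiae (e.g. fzo1-1, mgm1-5) were grown with compound in YPEG medium (3% ethanol, 3% glycerol) for 48 hours at 37C. Growth rescue was measured as viability by CellTiterGlo luminescence after 10 minutes at ambient.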
# FLuc counter – inhibits or activates purified firefly luciferase, miR-21 counter-screen | purified FLuc, Km substrates, luminescence inhibition | P08659 | 6.9% of 360,000 active | Potency, µM (titrated, usually from 57.5 µM), inactives show at the highest dose activity change, negative = inhibition, usual class: inhibitors;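 note: potency is the fitted concentration of half-maximal effect; plate controls were vehicle for no effect and reference inhibitor for full effect; nearly all actives have a fitted effect of over 55% in size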
#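 Biochemical qHTS of compounds, final roughly 60 µM downward over six points, against 10 nM purified firefly luciferase using Km concentrations of substrates (10 uM D-luciferin, 10 uM ATP) in Tris acetate pH 7.5 buffer; luminescence output.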
# An asterisk follows results filed as active; ? = inconclusive; . = no result given; [ ] = another dose, or the depositor's remark. Unless noted, calls come from the whole dose curve; as a rule, active = well fitted curve in the direction sought with a large enough effect; inconclusive = small, poorly fitted or top-dose-only effect, or another doubt; inactive = no such curve, though single readings can be large; an effect the other way counts as inactive or inconclusive.
SMILES,PKM2 act,ELG1 repair inh,NPC1 promoter act,KCNH2 3.1 block,RORgamma inh,Menin MLL FP TR,Gal4-VP16 FLuc,MBNL1-CUG inh,Rab9 promoter act,Mito fusion yeast,FLuc counter
COc1ccc(OC)c(CCNC(=O)c2ccc(CS(=O)(=O)c3ccc(Br)cc3)o2)c1,2%,?,0%,-7,11%,13%,-3%,-9%,-5%,10%,-12%
COc1ccc(OC(=O)c2cc3cc(Cl)ccc3oc2=O)cc1,0%[11.5 µM],4%,0%,10,-17%,17%,-10%,8%,-2%,-2%,0%
CCN(CC)S(=O)(=O)c1cccc(C(=O)Nc2ccc(C#N)cc2)c1,0%,?,-7%,-76*,16%,17%,-2%,-4%,-21%,6%,-2%
Cc1nc(N2CCC(C)CC2)c2c(C)c(C(=O)Nc3ccc4c(c3)OCCO4)sc2n1,2%[0.46 µM],10µM*,-8%,-11,23%,20%,1%,9%,0%,24%,-10%
COc1ccc(CC(C(=O)Nc2cccc(F)c2)c2nn[nH]n2)c(OC)c1 (centres undefined),-2%,-1%,1%,-4,15%,?,-7%,-2%,1%,-1%,3%
Nn1c(-c2ccccc2Cl)nnc1-c1ccccc1Cl,-7%,?,3.5µM*,4,-30%,21%,4%,15%,4µM*,-16%,0.95µM*
CCN1CCN(C(=O)C(=O)c2c(C)[nH]c3ccccc23)CC1,0%,5%,0%,12,-9%,8%,2%,.,1%,-5%,-2%
CCN1CCN(C(=O)c2cc3cc([N+](=O)[O-])ccc3oc2=O)CC1,0%,11%,1%,17,-21%,-2%,1%,?,-6%,-2%,-1%
O=C(Oc1ccccc1O)c1cccc2ccccc12,1%,9%,-7%,.,-12%,16%,-6%,-1%,-8%,-1%,-17%
CN(CC(=O)Nc1ccc(F)c(F)c1F)C(=O)C1CCCO1 (centres undefined),.,-2%,0%,-15,.,.,.,.,-4%,-5%,-1%
COc1ccc(C(=O)Oc2ccc(/C=N/Nc3ccc(Cl)c(C(=O)O)c3)cc2OC)cc1,1%,?,?,5,19%,?,20%,-2%,?,-8%,?
COc1ccc2c(C)c(CCC(=O)NC3CC3)c(=O)oc2c1C,1%,?,18%,0,7%,4%,16%,9%,29%,-4%,-18%
CN(C)c1ccc(/C=N/NC(=S)NCc2ccco2)cc1,7%,16%,10%,-2,1.8µM*,31%[activator],5µM*,14%,-2%,-4%,?
Cc1cccc2sc(N3CCN(C(=O)C4COc5ccccc5O4)CC3)nc12 (centres undefined),.,-7%,0%,-5,.,.,.,.,-5%,?,-1%
O=C1NC(=O)C(Cc2c[nH]c3ccccc23)N1 (centres undefined),.,3%,-8%,-10,4%,-7%,-15%,-6%,-2%,-2%,0%
COc1cccc(NC(=O)COc2ccccc2C(N)=O)c1,-16%,?,2.8µM*,-14,27%[0.365 µM],6%,.,-3%,2µM*,-3%,2.4µM*
O=c1c(C(c2ccc(O)cc2)c2c(O)nc3n(c2=O)CCS3)c(O)nc2n1CCS2,5%,0%,1%,2,1%,33%[activator],3%,-2%,-9%,1%,?
CCOC(=O)c1[nH]c2ccc(OC)cc2c1NC(=O)CN1CCC2(CC1)OCCO2,0%,?,3%,7,2%,37%[activator],0%,17%,-2%,0%,7%
N#Cc1ccc(C(=O)CSc2n[nH]c(=O)n2-c2cccnc2)cc1,-7%,13%,3%,-20,20%,.,4%,?,-6%,-3%,1%
CCOc1ccc2nc(SCC(=O)NC3CC3)sc2c1,-2%,-3%,?,5,35%,-7%,3%,17%,?,1%,5%
Cc1cc(-c2nc3ccccc3o2)c2ccccc2n1,2%,0%,-1%,2,?,8%,-2%,?,5%,-2%,?
CCOC(=O)C1=C(C)C2C3C(=O)N(c4ccccc4C)C(=O)C3C1(C)C1C(=O)N(c3ccccc3C)C(=O)C21 (centres undefined),-5%,14%,6%,-7,?,11%,-15%,2%,-2%,-5%,-2%
Cc1ccc(C(=O)Cn2c(N3CCOCC3)nc3c2c(=O)n(C)c(=O)n3C)cc1,-2%,-4%,1%,2,1%[10 µM],3%,-1%,-5%,-2%,2%,-1%
CC(=O)C1=NOC(CNC(=O)c2c(-c3ccccc3Cl)noc2C)C1 (centres undefined),8%,5%,1%,12,25%,-16%,-3%,9%,3%,3%,0%
CCN1CCN(C(=O)C(C)Sc2nnc3nc(C)cc(C)n23)CC1 (centres undefined),.,22%,2%,2,.,.,.,.,-7%,-8%,-2%

# The listing continues:
SMILES,PKM2 act,ELG1 repair inh,NPC1 promoter act,KCNH2 3.1 block,RORgamma inh,Menin MLL FP TR,Gal4-VP16 FLuc,MBNL1-CUG inh,Rab9 promoter act,Mito fusion yeast,FLuc counter
c1ccc2c(CN3CCOCC3)c3ccccc3c(CN3CCOCC3)c2c1,-2%,5%,-3%,3,3%,15%,-1%,-8%,6%,5%,3%
O=C(COC(=O)/C=C/c1ccc(C(F)(F)F)cc1)NC1CCCC1,7%,-5%,9%,12,33%,.,?,-3%,-3%,4%,-2%
O=C(CSc1nc2ccccc2o1)N/N=C/c1ccccc1C(=O)O,15%,?,19%,-8,-7%,.,12%,-1%,?,-6%,-4%
CCC(c1nc2ccccc2c(=O)n1CCCn1ccnc1)N1C(=O)c2ccccc2C1=O (centres undefined),-4%,0%,1%,-16,7%,3%,30%,4%,-2%,-1%,1%
CCC(=O)N1CCc2cc(S(=O)(=O)CCC(=O)Nc3ccc(F)c(F)c3)ccc21,1%,-18%,-2%,3,1%,0%,-8%,-1%,-2%,-2%,1%
Cc1ccc(S(=O)(=O)c2cc3cc(Br)ccc3oc2=O)cc1,?,?,3%,-6,-5%,?,-1%,-5%,-1%,6%,-2%
COc1cccc(CN2CCNC(=O)C2CC(=O)N(C)CCC2CCOCC2)c1OC (centres undefined),-5%,-1%,2%,3,15%,.,-3%,-2%,-1%,3%,-2%
CCC(C)NC(=O)CSc1nc(-c2cccs2)cc(C(F)(F)F)n1 (centres undefined),-21%,?,0%,7,-41%,0%,-7%,?,-3%,7%,-1%
Cc1c(CN2CC[C@@H](N3CCN(c4ccccn4)CC3)[C@H](O)C2)[nH]c2ccc(F)cc12,0%,-8%,-1%,-45,10%,-10%,0%,-8%,-1%,-10%,2%
Cc1ccnc(NC(=O)COC(=O)C2COc3ccccc3O2)n1 (centres undefined),-16%,2%,6%,-11,8%,-14%,3%,-16%,-7%,6%,3%
O=C(NCC1CCCN1S(=O)(=O)c1cccs1)c1ccccc1F (centres undefined),.,4%,-2%,-12,.,.,.,.,-3%,2%,-1%
CCc1ccc(NC(=O)Nc2cccc(OC)c2)cc1,-5%,?,2.8µM*,.,10%,?,?,-1%,3.2µM*,10%,2.7µM*
O=C(NCc1ccccc1)c1ccc(=O)[nH]n1,-1%,7%,7%,-9,0%,-6%,1%,-4%,5%,1%,0%
CC(=O)c1c(C)nc2ccc(Cl)cn12,-1%,-2%,0%,37,-2%,0%,12%,-1%,-2%,1%,2%
COc1ccccc1CNC(=S)Nc1ccc(S(N)(=O)=O)cc1,.,-5%,-1%,-7,2%,-1%,-2%,-8%,-9%[1.84 µM],-2%,6%
CS(=O)(=O)N1CCC(Oc2ccccc2C(=O)NC2CCCCCC2)CC1,0%,-4%,-5%,-11,34%,-8%,7%,4%,-7%,-6%,3%
COc1cc(/C=N/Nc2ccc(Cl)c(C(=O)O)c2)ccc1OC(=O)c1ccc(F)cc1,3%,?,2.8µM*,7,-29%,?,7%,-2%,?,3%,?
O=C1CC(Cc2ccc(Cl)cc2)C(=O)N1c1ccncc1 (centres undefined),6%,?,1%,-13,?,-9%,-14%,-2%,-2%,0%,4%
O=c1c2ccccc2c(C=NCc2ccccn2)c(O)n1-c1ccccc1Cl,-3%,-16%,-2%,5,11µM*,-17%,?,?,-9%,-3%,-2%
O=C1CC(SC(=NCc2ccc3c(c2)OCO3)Nc2ccccc2)C(=O)N1 (centres undefined),5%,11%,1%,-3,1%,33%[activator],13%,-4%,1%,-6%,0%
Cc1cc(C)cc(NC(=O)C2CCN(C(=O)c3cccs3)CC2)c1,-1%,6%,1%,-4,-5%,-19%,-30%,4%,-3%,-5%,-2%
C=C(C)CSc1nnc(-c2ccc(C)cc2)n1N,2%,?,?,-16,0%,.,?,4%,?,0%,?
CCCn1c(N)c(C(=O)CSc2nnnn2-c2ccc(O)cc2)c(=O)n(C)c1=O,-3%,?,-4%,-7,15%,5%,-1%,-6%,-3%,-2%,1%

# This is a subset; count on the stated rates, not on these rows.
